Compound activity as filed in PubChem BioAssay.
cardiac RTF act: cardiac RTF calcium sensitization. P19429+P45379. IANBD-labeled TnC RTF fluorescence at EC20 calcium; 0% EC20 calcium, 100% full calcium. activation, % at 7.2 µM. 340,000 compounds, 0.24% hits. AID 493008;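 active = activation above the mean over all tested compounds plus 3 SD, cut at about 30% in these data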;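 also: rise in fluorescence read as greater calcium sensitivity of cardiac thin filaments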
RTF Ca sens inh: cardiac RTF calcium desensitization | IANBD-labeled cardiac RTF, Ca2+ fluorescence | inhibition, % at 7.15 µM | 340,000 compounds, 0.12% hits;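 active = inhibition above the mean inhibition of all tested compounds plus 3 SD, cut at about 17% in these data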;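 also: assay run at fixed EC70 calcium of 1.6 mM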
dFosB activator: mouse delta FosB homodimer activation | P13346 | purified delta FosB, TAMRA-CDK5 oligo fluorescence polarization; percent of positive-control signal above neutral wells | activation, % at 25 µM | 340,000 compounds, 0.99% hits | AID 493131;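 active = mean activation above about 17%, with every replicate also reaching it, limit read from the data, passing the limit was not always enough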;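 also: fluorescence polarization rise as delta FosB binds a TAMRA Cdk5 AP-1 oligo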
Keap1-Nrf2 PPI: disrupts human Keap1 binding to Nrf2 peptide; Q14145; Keap1 Kelch-Nrf2 peptide fluorescence polarization, 1536-well; inhibition, % at 9.4 µM; 340,000 compounds, 0.15% hits; in the data active = inhibition above about 12%;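 also: human Keap1 Kelch domain with fluorescein labeled Nrf2 9mer peptide probe; 0% = neutral control wells and 100% = peptide positive control; higher means more block of Keap1 binding to Nrf2 peptide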
Target sequence (Q14145 whole entry, looked up, the tested form may be a part): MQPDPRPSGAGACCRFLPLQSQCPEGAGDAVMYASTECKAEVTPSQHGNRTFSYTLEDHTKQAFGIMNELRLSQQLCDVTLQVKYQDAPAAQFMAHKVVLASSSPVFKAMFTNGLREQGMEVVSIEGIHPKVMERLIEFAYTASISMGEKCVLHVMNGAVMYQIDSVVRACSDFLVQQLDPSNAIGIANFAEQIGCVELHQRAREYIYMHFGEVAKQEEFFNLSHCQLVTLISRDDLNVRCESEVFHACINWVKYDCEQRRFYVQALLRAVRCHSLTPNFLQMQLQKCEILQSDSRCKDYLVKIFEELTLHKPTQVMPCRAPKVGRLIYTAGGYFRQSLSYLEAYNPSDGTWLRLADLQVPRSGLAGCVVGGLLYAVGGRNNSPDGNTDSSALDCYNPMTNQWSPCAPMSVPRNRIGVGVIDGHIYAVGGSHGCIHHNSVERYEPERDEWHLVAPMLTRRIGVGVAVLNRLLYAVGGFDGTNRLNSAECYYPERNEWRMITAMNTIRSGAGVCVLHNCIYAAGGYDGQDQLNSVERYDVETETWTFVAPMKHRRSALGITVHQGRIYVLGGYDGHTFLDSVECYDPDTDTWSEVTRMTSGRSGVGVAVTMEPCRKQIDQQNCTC
PvdQ inh: blocks Pseudomonas aeruginosa PvdQ acylase activity; inhibition, % at 10 µM; AID 488965; 340,000 compounds, 0.063% hits; purified PvdQ acylase, fluorescence plate reader; in the data active = inhibition above about 30%, passing the limit was not always enough;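 also: 0% = vehicle neutral wells and 100% = reference inhibitor wells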
NSD2 HMT inh: blocks human histone methyltransferase NSD2; NSD2 peptide methylation, AlphaScreen, 120 min; O96028; inhibition, % at 12.5 µM; 310,000 compounds, 0.54% hits; in the data active = inhibition above about 50%
PfHsp90 set2: inhibits growth of yeast expressing Plasmodium falciparum Hsp90 | S. cerevisiae expressing PfHsp90, BacTiter-Glo ATP, 48 h; yeast lacking PDR1 and PDR3 efflux regulators | inhibition, % at 9.4 µM | 310,000 compounds, 0.32% hits | AID 504621;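 active = every replicate shows inhibition above about 80%, whatever the replicate mean, limit read from the data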;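 also: 0% = DMSO neutral controls and 100% = 20 µM radicicol positive controls; yeast relying on Plasmodium falciparum Hsp90 in place of its own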
CDK5 p35 inh: blocks human CDK5/p35 kinase activity. Recombinant CDK5/p35, ADP-Glo luminescence, 60 min. inhibition, % at 10 µM. 330,000 compounds, 0.01% hits. AID 488839;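 active = highest replicate inhibition of at least 50% and at least 75% of replicates reaching 50%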;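 also: plate controls were DMSO neutral control for no effect and GW8510 at 10 µM for full effect; many of its hits are not listed in these tables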
SUMO Mot1 rescue: inhibitors of SUMOylation pathway: yeast Mot1-301 growth rescue | S. cerevisiae Mot1-301 growth rescue, ATP luminescence, 38.5C; percent above DMSO median, 100 means doubled | growth rescue, % at 18.8 µM | 320,000 compounds, 1% hits | AID 2716;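 active = every valid replicate shows activation above 250% relative to neutral control wells; inactive = the rest, any valid replicate at or below 250%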;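 also: OY570 slx delta 5 strain wells were the positive control but not used for scaling; some compounds called inactive have numbers as strong as hits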
Rtt109 HAT inh: blocks Candida albicans Rtt109/Vps75 acetyltransferase activity. 330,000 compounds, 0.16% hits. inhibition, % at 34.9 µM. purified Rtt109/Vps75, ThioGlo CoA-SH fluorescence, 4 h. AID 540336;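 active = inhibition of at least 50% in every replicate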
Target sequence (Q5AAJ8 whole entry, looked up): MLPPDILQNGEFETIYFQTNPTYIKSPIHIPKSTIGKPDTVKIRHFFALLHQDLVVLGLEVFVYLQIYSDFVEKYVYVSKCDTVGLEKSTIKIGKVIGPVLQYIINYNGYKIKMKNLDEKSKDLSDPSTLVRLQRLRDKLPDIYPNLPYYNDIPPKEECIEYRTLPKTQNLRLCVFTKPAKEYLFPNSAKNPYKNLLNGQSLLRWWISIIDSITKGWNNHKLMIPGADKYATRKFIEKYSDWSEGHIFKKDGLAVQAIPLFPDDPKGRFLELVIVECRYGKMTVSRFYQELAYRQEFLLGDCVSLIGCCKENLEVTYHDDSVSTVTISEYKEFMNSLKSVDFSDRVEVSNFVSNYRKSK
LANA DNA inh: inhibitors of KSHV LANA C-terminal domain DNA binding; MBP-C-LANA/FAM-LBS DNA binding, fluorescence polarization; 340,000 compounds, 0.078% hits; AID 504423; inhibition, % at 9 µM;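 active = highest replicate inhibition at or above 60% at 9 µM, even if other replicates fall short; inactive = all replicates below 60% inhibition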;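 also: 0% = neutral control wells and 100% = 4 µM acridine orange control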
An asterisk follows results filed as active; x = no result given.

(1) COC(=O)CN(C#N)c1nc(OC)nc(N(C)C)n1
(2) COc1ccc(S(=O)(=O)N2CCCCC2)cc1NC(=O)CN1CCN(C(C)=O)CC1
(3) O=C(CN1C(=O)c2ccccc2S1(=O)=O)NCc1cccs1
(4) CCCNC(=O)CS(=O)(=O)Cc1nc(-c2ccccc2C)oc1C
(5) COc1cc(/C=N/NC(=O)c2cccnc2)ccc1OS(=O)(=O)c1cc(C)ccc1C
(6) COc1cc(NC(=O)COc2cccc3c2OC(C)(C)C3)cc(OC)c1OC
(7) Cc1ccc(C)c(NC(=O)CSc2nnc3n2CCCCC3)c1
(8) CC1Cc2cc(S(=O)(=O)NCCC(=O)NCc3ccc(F)cc3)ccc2N1C(=O)C1CC1 (stereo not given)
Screen / compound no.	1	2	3	4	5	6	7	8
cardiac RTF act	-12	1	0	7	-3	-1	-1	-2
RTF Ca sens inh	-4	8	-4	0	0	-8	-4	0
dFosB activator	-6	2	7	-1	8	-9	4	-13
Keap1-Nrf2 PPI	-1	-6	4	-5	2	3	-4	-1
PvdQ inh	12	-15	-9	-6	2	-6	-14	-13
NSD2 HMT inh	-1	-3	-2	x	x	0	-2	x
PfHsp90 set2	3	-5	1	12	2	-3	5	-4
CDK5 p35 inh	0.5	-1.9	1.0	1.1	-0.5	1.9	-0.5	x
SUMO Mot1 rescue	-5	5	-13	-24	115	-15	-7	-7
Rtt109 HAT inh	-3	5	0	-1	-14	3	-2	-6
LANA DNA inh	-0.4	-0.6	-0.5	-1.7	7.0	-0.1	2.6	-0.3

(9) CCCOC(=O)c1ccc(NC(=O)c2c(Cl)ccc(Cl)c2OC)cc1
(10) CCOc1ccc(OCC)c(S(=O)(=O)NCc2ccccc2)c1
(11) CC(C)(C)N(Cc1ccccc1)C(=O)CN1C(=O)c2ccccc2S1(=O)=O
(12) Cc1ccc(S(=O)(=O)Nc2nc(C)cc(N/N=C/c3ccc(O)cc3)n2)cc1
(13) CC(C)N1CC(C(=O)Nc2ccc(Cl)c(Cl)c2)CC1=O (stereo not given)
(14) COc1cc(C2C(C(=O)c3ccc(C)o3)=C(O)C(=O)N2Cc2ccccc2)ccc1O (stereo not given)
(15) CC(C)[C@H](NC(=O)C1CCN(S(=O)(=O)c2ccc(F)cc2)CC1)C(=O)N1CCCCCC1
(16) CC(=O)N(Cc1cccs1)Cc1cc2ccc(C)c(C)c2nc1Cl
Screen / compound no.	9	10	11	12	13	14	15	16
cardiac RTF act	-6	-2	5	0	1	-3	-4	12
RTF Ca sens inh	21*	3	3	-4	-11	0	0	-5
dFosB activator	-5	0	-8	-2	-5	-1	-7	-18
Keap1-Nrf2 PPI	3	0	-2	-1	-2	-2	-3	-4
PvdQ inh	0	3	-9	-2	4	3	1	-11
NSD2 HMT inh	-3	-1	3	4	1	2	-5	0
PfHsp90 set2	-55	9	8	-24	-5	x	-10	-3
CDK5 p35 inh	0.4	-0.3	-2.4	-0.8	0.3	-0.2	x	0.4
SUMO Mot1 rescue	12	-18	72	3	9	-12	5	x
Rtt109 HAT inh	8	3	-1	-1	10	24	11	4
LANA DNA inh	1.7	-0.7	-0.9	0.0	-0.9	-1.3	1.3	0.3

(17) O=S(=O)(c1ccccc1)N1CCN(S(=O)(=O)c2ccccc2)c2ccccc21
(18) O=c1[nH]c2c(c3c1CCCC3)CCCC2
(19) O=C(NCCCN1CCOCC1)c1ccc2c(c1)N(Cc1ccccc1F)C(=O)c1ccccc1S2=O (stereo not given)
(20) COc1cc(C(=O)NNC(=O)c2cc(S(=O)(=O)N(C)C)ccc2N2CCCC2)cc(OC)c1OC
(21) CCOC(=O)/C=C/CN(C(=O)OC(C)(C)C)S(=O)(=O)N1CC=CC1
(22) CCCOC(=S)NC(=O)c1sc2ccccc2c1Cl
(23) Cc1cccc(C)c1N1CC(=O)N(c2c(C)cccc2C)CC1=O
(24) Nc1nc(SCC(=O)N2N=C3/C(=C\c4ccco4)CCCC3C2c2ccco2)n[nH]1 (stereo not given)
Screen / compound no.	17	18	19	20	21	22	23	24
cardiac RTF act	-1	2	-2	-3	5	3	1	3
RTF Ca sens inh	-4	-31	0	7	-19	1	-7	-4
dFosB activator	-9	-4	-6	-7	3	-13	-1	-8
Keap1-Nrf2 PPI	-7	-1	-6	-3	-4	0	2	-4
PvdQ inh	-6	-6	-5	7	-11	-9	-6	-13
NSD2 HMT inh	-3	-5	-1	0	x	0	1	3
PfHsp90 set2	14	-5	-19	29	-7	10	3	7
CDK5 p35 inh	-8.1	0.7	-1.2	-0.3	0.3	2.0	-0.1	-0.3
SUMO Mot1 rescue	x	-11	62	9	3	55	-2	x
Rtt109 HAT inh	7	2	1	5	6	4	7	5
LANA DNA inh	4.1	-0.1	-1.4	0.4	-0.1	-0.4	1.0	0.8

(25) COc1ccc(CCNC(=O)Nc2ccc([N+](=O)[O-])cc2)cc1OC
(26) Cc1nn(-c2ncc(C(F)(F)F)cc2Cl)c(=O)n1-c1ccccc1
(27) Cc1cc(C)nc(Nc2n[nH]c(-c3cccc4ccccc34)n2)n1
(28) COCCN(C(=O)COC(=O)c1sccc1C)c1c(N)n(Cc2ccccc2)c(=O)[nH]c1=O
(29) Cc1cccc(-n2nc(C)cc2N)c1
(30) CN(C)c1ccnc(N(Cc2ccccc2)Cc2ccccc2)c1C#N
(31) Cc1ccc(C(=O)NCCN2CCNC2=O)cc1
(32) COC(=O)C1=CN(Cc2ccc(OC)cc2)C=C(C(=O)OC)C1c1ccc(O)c(OC)c1
Screen / compound no.	25	26	27	28	29	30	31	32
cardiac RTF act	-2	6	-1	-6	-6	-1	x	-10
RTF Ca sens inh	-8	-7	1	5	-4	4	x	6
dFosB activator	-5	-1	-8	-1	1	-4	-4	-10
Keap1-Nrf2 PPI	-6	0	-4	0	-4	-3	-5	1
PvdQ inh	-1	1	-10	2	11	-12	-11	-5
NSD2 HMT inh	4	1	x	-2	-1	-3	-1	1
PfHsp90 set2	-3	-2	2	-16	-4	-17	9	-19
CDK5 p35 inh	-4.8	-0.5	0.3	-0.2	-1.6	0.1	-3.6	0.7
SUMO Mot1 rescue	7	121	-19	18	1	-7	10	166
Rtt109 HAT inh	-3	48	-2	-2	21	-21	-5	1
LANA DNA inh	0.1	2.1	-0.2	-1.6	-0.4	0.7	1.0	-1.4

(33) CC(C)OC(=O)CSc1nnc(-c2ccco2)n1N
(34) COc1ccc(C(=O)CCc2ccccc2O)c(OC)c1
(35) Cc1cc(Br)c(NC(=O)CSc2n[nH]c(N)n2)c(Br)c1
(36) O=C(CSc1nnc2c(Cl)cc(C(F)(F)F)cn12)NCc1ccc(F)cc1
(37) COc1ccc(NC(=O)Nc2cccc([N+](=O)[O-])c2)cc1Cl
(38) COc1ccc(C(=O)/C=C/c2ccc(O)cc2)c(O)c1CC=C(C)C
(39) Cn1ccc(NC(=O)c2ccc([N+](=O)[O-])cc2)n1
(40) Cc1cc2c(c(SCC(=O)Nc3ccc(C)c(C)c3)n1)C(=O)OC2
Screen / compound no.	33	34	35	36	37	38	39	40
cardiac RTF act	-2	-4	4	-2	14	2	0	9
RTF Ca sens inh	-12	-2	5	-1	1	1	6	0
dFosB activator	-3	-4	-5	-8	-5	-2	4	-8
Keap1-Nrf2 PPI	-2	-1	-2	-1	-3	1	-1	0
PvdQ inh	3	-8	-16	-7	-7	3	5	-17
NSD2 HMT inh	3	-1	3	0	22	x	0	14
PfHsp90 set2	-8	-2	-11	-4	-16	33	34	13
CDK5 p35 inh	-2.1	-0.3	0.8	2.0	-1.5	0.8	1.2	1.5
SUMO Mot1 rescue	30	-9	-12	-11	-3	-16	2	-1
Rtt109 HAT inh	x	-4	-10	-2	3	-5	1	-3
LANA DNA inh	2.9	0.8	-0.3	-2.2	0.2	0.6	-1.0	8.8

(41) COc1cc(CN2CC(C)OC(C)C2)cc(OC)c1 (stereo not given)
(42) CC1(C)Cc2ccccc2C2=NNC(=O)C2=N1
(43) O=C(NNC(=O)C12CC3CC(CC(Cl)(C3)C1)C2)c1ccncc1
(44) O=C(O)CC1(CC(=O)NCc2ccc(C(F)(F)F)cc2)CCCCC1
(45) CC(C)COC(=O)/C(C#N)=C/c1cn(Cc2ccccc2)c2ccccc12
(46) CC1=C/C(=N\N=C2\NC(=O)C(CC(=O)Nc3ccccc3F)S2)CC(C)(C)C1 (stereo not given)
(47) Cc1ccc(OCC(=O)Nc2ccc3c(c2)nc(CCN2CCN(C)CC2)n3C)cc1
(48) O=C(C[N+]1(CC#Cc2ccccc2)CCCCC1)c1ccccc1
(49) Cc1cc(C(=O)CN(Cc2ccc(F)cc2)S(=O)(=O)c2ccc3c(c2)OCCO3)c(C)n1C
(50) COc1ccc(NC(=O)C2CCN(C(=O)NCc3ccccc3)CC2)cc1
Screen / compound no.	41	42	43	44	45	46	47	48	49	50
cardiac RTF act	3	1	-2	5	1	-2	1	3	5	-2
RTF Ca sens inh	-6	-6	-25	0	-2	3	1	-4	-5	-4
dFosB activator	5	-6	-3	-5	-3	-9	0	-5	0	4
Keap1-Nrf2 PPI	1	0	-6	-8	0	0	-1	-3	3	1
PvdQ inh	3	18	-10	-17	4	5	-5	1	-7	3
NSD2 HMT inh	0	106*	24	-11	x	0	0	3	-1	-1
PfHsp90 set2	x	-18	x	18	15	17	10	-8	19	-8
CDK5 p35 inh	-2.1	-0.4	0.1	0.5	-0.6	-0.9	0.7	-1.5	-1.7	-2.2
SUMO Mot1 rescue	153	-10	-8	-6	-26	17	46	-5	19	7
Rtt109 HAT inh	-5	x	-8	0	3	0	-10	-5	3	-2
LANA DNA inh	-0.7	17	1.4	-1.1	-0.5	-1.7	-2.3	-0.4	-0.4	-1.9

In the list so far, these contain an aryl thioether with sulfur outside any ring:
(7) Cc1ccc(C)c(NC(=O)CSc2nnc3n2CCCCC3)c1
(24) Nc1nc(SCC(=O)N2N=C3/C(=C\c4ccco4)CCCC3C2c2ccco2)n[nH]1 (stereo not given)
(33) CC(C)OC(=O)CSc1nnc(-c2ccco2)n1N
(35) Cc1cc(Br)c(NC(=O)CSc2n[nH]c(N)n2)c(Br)c1
(36) O=C(CSc1nnc2c(Cl)cc(C(F)(F)F)cn12)NCc1ccc(F)cc1
(40) Cc1cc2c(c(SCC(=O)Nc3ccc(C)c(C)c3)n1)C(=O)OC2
Screen / compound no.	7	24	33	35	36	40
cardiac RTF act	-1	3	-2	4	-2	9
RTF Ca sens inh	-4	-4	-12	5	-1	0
dFosB activator	4	-8	-3	-5	-8	-8
Keap1-Nrf2 PPI	-4	-4	-2	-2	-1	0
PvdQ inh	-14	-13	3	-16	-7	-17
NSD2 HMT inh	-2	3	3	3	0	14
PfHsp90 set2	5	7	-8	-11	-4	13
CDK5 p35 inh	-0.5	-0.3	-2.1	0.8	2.0	1.5
SUMO Mot1 rescue	-7	x	30	-12	-11	-1
Rtt109 HAT inh	-2	5	x	-10	-2	-3
LANA DNA inh	2.6	0.8	2.9	-0.3	-2.2	8.8
